Source: PubChem BioAssay
EPAC2 antag – qHTS for Antagonist of cAMP-regulated guanine nucleotide exchange factor 2 (EPAC2): primary screen; Rap guanine nucleotide exchange factor 4 (Homo sapiens), Q8WZA2; EPAC2 GEF exchange of Rap1B-BODIPY-GDP, fluorescence; Potency, µM (top dose mostly 114 µM), inactives show top-dose activity, negative = inhibition, actives largely listed as inhibitors; actives 0.18% (n = 360,000); AID 720708, 2013; further: potency means the concentration at half of the fitted maximal effect; on the % scale 0 is the no-effect control and ±100 the full control effect; nearly all actives have a fitted effect of over 45% in size; many of its hits are not listed in these tables
MmCpn inh – Inhibitors of TCP-1 ring complex (TRiC) of Methanococcus maripaludis (MmCpn): qHTS; purified Mm-Cpn ATPase, ADP Transcreener TR-FRET; Potency, µM (series often up to 76.9 µM), inactives show at the top dose activity, negative = inhibition, hits mostly inhibitors; actives 0.031% (n = 330,000); further: potency means the concentration at half of the fitted maximal effect; on the % scale 0 is the no-effect control and ±100 the full control effect; nearly all actives have a fitted effect of over 80% in size
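Eu-cryptate anti-ADP/ADP-d2 competition gives a ratio inversely related to ADP. Enzyme at 25 nM was pre-exposed to compound for 10 min, then given 10 uM ATP for 30 min, 37°C throughout.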
EPAC1 antagonist – qHTS for Antagonist of cAMP-regulated guanine nucleotide exchange factor 3 (EPAC1): primary screen; EPAC1 GEF assay, Rap1b-BODIPY-GDP exchange fluorescence; Potency, µM (highest dose often 115 µM), inactives show top-dose activity change, negative = inhibition, actives largely listed as inhibitors; actives 0.14% (n = 360,000); AID 720709, 2013;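 further: potency means the concentration at half of the fitted maximal effect; plate controls were vehicle for no effect and positive control for full effect; nearly all actives have a fitted effect of over 50% in size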
Target sequence (O95398 whole entry, looked up): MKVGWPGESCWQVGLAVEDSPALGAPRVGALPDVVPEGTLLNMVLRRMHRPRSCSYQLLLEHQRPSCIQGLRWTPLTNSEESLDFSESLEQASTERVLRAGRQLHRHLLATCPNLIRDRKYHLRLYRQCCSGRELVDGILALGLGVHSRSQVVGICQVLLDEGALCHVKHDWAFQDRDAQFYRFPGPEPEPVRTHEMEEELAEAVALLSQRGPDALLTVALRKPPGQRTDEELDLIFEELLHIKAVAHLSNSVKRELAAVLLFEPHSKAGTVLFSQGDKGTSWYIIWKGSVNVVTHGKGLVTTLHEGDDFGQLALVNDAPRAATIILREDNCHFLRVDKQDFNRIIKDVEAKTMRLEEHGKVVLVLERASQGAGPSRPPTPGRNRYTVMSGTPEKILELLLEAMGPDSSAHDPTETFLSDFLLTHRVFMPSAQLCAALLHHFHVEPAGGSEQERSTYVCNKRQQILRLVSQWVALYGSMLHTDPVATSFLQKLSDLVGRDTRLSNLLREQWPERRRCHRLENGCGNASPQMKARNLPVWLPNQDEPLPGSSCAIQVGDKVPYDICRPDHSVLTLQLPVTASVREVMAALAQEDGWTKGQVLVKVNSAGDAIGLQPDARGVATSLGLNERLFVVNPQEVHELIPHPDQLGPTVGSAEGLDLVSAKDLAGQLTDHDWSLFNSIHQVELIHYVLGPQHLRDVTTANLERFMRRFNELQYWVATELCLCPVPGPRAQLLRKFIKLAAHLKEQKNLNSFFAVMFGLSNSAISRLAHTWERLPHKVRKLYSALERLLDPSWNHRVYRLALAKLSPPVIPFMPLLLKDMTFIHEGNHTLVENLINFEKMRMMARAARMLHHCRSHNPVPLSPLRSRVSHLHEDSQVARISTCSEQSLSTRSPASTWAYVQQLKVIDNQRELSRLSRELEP
CCT chaperon mod – High-Throughput Screening for Modulators of Cytosolic Chaperonin Activity. activity change, % (no concentration beside the values), hits read low. actives 0.3% (n = 360,000). AID 651819, 2012. purified chaperonin ATPase assay, HTRF ADP detection, 30 min; in the data active means activity change below about -30%; further: on the % scale 0 is the no-effect control and ±100 the full control effect
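First, chaperonin was dispensed at 40 nM or 20 nM final depending on batch activity. Next, compounds were pinned at 76 uM and ATP added at 10 uM. After 30 min at 37 °C, ADP detection reagents ran 30 min at ambient temperature.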
EPAC1 agonist – qHTS for Agonist of cAMP-regulated guanine nucleotide exchange factor 3 (EPAC1): primary screen; actives 0.073% (n = 360,000); Potency, µM (highest dose often 154 µM), for the others: at the highest dose activation, usual class: activators; EPAC1 agonist qHTS, biochemical assay; response scale: 100% = response to 6.5 mM cAMP; AID 720707, 2013; further: potency means the concentration at half of the fitted maximal effect; nearly all actives have a fitted effect of over 60% in size
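Multi-concentration qHTS readout: loss of Rap1B-bound BODIPY-GDP fluorescence driven by 100 nM EPAC1 with excess GDP (50 uM), monitored kinetically at room temperature; agonist response expressed relative to 6.5 mM cAMP.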
PI5P4Ka inh – qHTS for Inhibitors of phosphatidylinositol 5-phosphate 4-kinase (PI5P4K); Phosphatidylinositol 5-phosphate 4-kinase type-2 alpha (Homo sapiens), P48426; PI5P4Kalpha enzyme, ADP-Glo luminescence, 60 min; stronger effect = lower value; max response, %; actives 1.2% (n = 330,000); active means max response of -50% or lower; inconclusive means between -30% and -50%; inactive means -30% or higher; further: value at the top dose of about 77 µM; on the % scale 0 is the no-effect control and ±100 the full control effect
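PI5P4Kalpha ADP-Glo assay; 5 microM ATP final; 60 min RT reaction; HEPES pH 7.4/EGTA/CHAPS, 5% DMSO; controls lacking substrate or enzyme; luminescent end-point.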
PLK1 PBD inh – qHTS for Inhibitors of PLK1-PDB (polo-like kinase 1 - polo-box domain): Primary Screen; Plk1 PBD binding of FITC phosphopeptide, fluorescence polarization; Potency, µM, without a hit: max response, negative = inhibition, actives largely listed as inhibitors; Serine/threonine-protein kinase PLK1 (Homo sapiens), P53350; actives 2.8% (n = 360,000); AID 720504, 2013; further: potency means the concentration at half of the fitted maximal effect; series mostly up to about 57 µM; on the % scale 0 is the no-effect control and ±100 the full control effect; nearly all actives have a fitted effect of over 65% in size
WRN helicase inh – qHTS for Inhibitors of WRN Helicase. WRN helicase unwinding, fluorescent forked duplex, kinetic. actives 0.46% (n = 360,000). AID 651768, 2012. Potency, µM (doses to about 114 µM), inactives show top-dose activity change, negative = inhibition, most hits filed as inhibitors; further: potency means the concentration at half of the fitted maximal effect; on the % scale 0 is the no-effect control and ±100 the full control effect; nearly all actives have a fitted effect of over 55% in size
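Primary qHTS, 1536-well format. 20 nM WRN + compound, 15 min RT; start with 100 nM forked fluorophore/quencher duplex, 2 mM ATP (final); kinetic read ex 525/em 598 nm.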
Active calls of the source: *; ? = inconclusive; nt = not tested or not shown; [ ] = another dose, or the depositor's remark. Unless noted, the call rests on the fitted dose curve; in most records, active means well fitted curve in the direction sought with a large enough effect; inconclusive means small, poorly fitted or top-dose-only effect, or another doubt; inactive means no such curve, though single readings can be large; an effect the other way counts as inactive or inconclusive. These rows are one share of the data; the hit share may differ from the screen's.

EPAC2 antag	MmCpn inh	EPAC1 antagonist	CCT chaperon mod	EPAC1 agonist	PI5P4Ka inh	PLK1 PBD inh	WRN helicase inh	SMILES
1%	1%	6%	-1.3	5%	0	-7%	-2%	O=C(NCCCNC(=O)c1ccccn1)c1cccc(F)c1
-24%	nt	-20%	1.1	-2%	-2	-6%	-11%	CCc1nc2c(OCCC3CCCCC3)cccn2c1N(C)C(=O)c1ccco1
-12%	-3%	-19%	0.3	17%	-11	0%	-18%	CSc1ccc(C2C(C#N)=C(N)N(c3ccccc3)C3=C2C(=O)CCC3)cc1 (centres undefined)
-24%	-4%	-6%	0.3	8%	6	-6%	-9%	Nn1c(SCc2cccc(Oc3ccccc3)c2)nnc1C(F)(F)F
-9%	1%	?	-1.8	9%	-1	-16%	-3%	Cc1ccc(S(=O)(=O)NCCC(c2ccccc2)c2ccco2)cc1 (centres undefined)
20%	0%	-12%	-0.9	6%	1	-21%	14%	Cn1cc([N+](=O)[O-])c(C(=O)N2CCN(Cc3ccc4c(c3)OCO4)CC2)n1
10%	nt	-14%	-0.2	8%	12	-13%	0%	CCOC(=O)[C@]12CCC=C1N(Cc1ccc(Cl)cc1Cl)C(=O)[C@H](CC(=O)NCC13CC4CC(CC(C4)C1)C3)C2
-10%	2%	2%	-1.9	-20%	1	?	-5%	Cc1cc(NS(=O)(=O)c2ccc(NC(=O)COc3cc(C)c(Cl)c(C)c3)cc2)no1
-4%	-3%	-18%	-2.7	12%	3	-1%	3%	COCc1nc2oc3ccc(F)cc3c(=O)c2cc1C(=O)OC
-1%	-8%	-19%	0.0	-20%	0	0%	0%	CCOC(=O)c1ccc(-c2c(C(=O)OCC)oc3cc(O)c(CC)cc3c2=O)o1
5%	-1%	3%	-0.6	2%	2	3%	-7%	COc1ccc(NC(=S)N2CCCC2)c(OC)c1
-8%	2%	-10%	-5.1	-13%	6	-2%	-13%	Cc1ccc(C(=O)CCC(=O)OCc2nnc(-c3ccccc3)o2)cc1
-8%	0%	1%	-1.6	10%	0	-2%	-6%[57.1 µM]	O=[N+]([O-])c1cc(Cl)ccc1N1CCN(c2cccc(C(F)(F)F)c2)CC1
419%[activator]	0%	165%[activator]	-0.4	79µM*	-74*	?	45µM*	CSC1=NSC2=NC(=O)/C(=C/c3coc4ccc(O)cc4c3=O)C(=N)N12
-8%	-4%	-12%	-2.9	9%	?	20%	-12%	Cc1cc(C)c2nc(SCC(=O)N3CC(=O)Nc4ccccc43)c(C#N)cc2c1
-4%	2%	-17%	0.4	5%	-1	-4%	5%	CC(=O)Nc1cccc(C(=O)OCN2C(=O)c3ccccc3C2=O)c1
9%	1%	12%	-6.7	-2%	nt	-2%	1%	COc1cc(-c2nnc(-c3cccnc3)o2)cc(OC)c1OC
-23%	-2%	-12%	0.5	30%	4	-8%	-7%	Cc1onc(-c2c(F)cccc2Cl)c1C(=O)Nc1nc2ccccc2[nH]1
1%	-1%	7%	0.0	0%	-4	-1%	-5%	COCCN(C(=O)CCC(=O)Nc1nccs1)C(C(=O)NC(C)(C)C)c1ccc(C)cc1 (centres undefined)
0%	-2%	0%	0.9	13%	nt	-8%	-14%	COc1ccccc1Oc1ccc(S(=O)(=O)Nc2cccnc2)cc1
1%	0%	-3%	-0.9	1%	-8	5%	-27%	Cc1cccc(CSc2nnc(-c3cnccn3)n2C)c1
5%	0%	-5%	-0.3	-9%	-1	-8%	-5%	Cc1cccc(C)c1NC(=O)COC(=O)c1ccc2[nH]c3c(c2c1)CCCC3
1%	-6%	3%	1.3	2%	-5	-7%	-6%	CC(=O)C1=C(O)C(=O)N(Cc2ccccc2)C1c1cccs1 (centres undefined)
-1%	-2%	3%	-1.2	3%	1	1%	-6%	COc1ccc(N2CCN(c3nc(NCCO)nc(N4CCOCC4)n3)CC2)cc1
4%	0%	7%	0.8	-1%	nt	-5%	-1%	COc1ccnc(N2CCN(c3cccc(C(F)(F)F)c3)CC2)c1C#N
2%	-2%	-14%	0.7	-3%	-1	-6%	-8%	N#CCCn1c2ccccc2c2nc3ccccc3nc21
3%	1%	3%	-2.4	2%	1	-13%	0%	CC1CN(C(=O)COc2ncnc3ccccc23)CC(C)O1 (centres undefined)
1%	0%	-2%	-2.6	-2%	0	39%[activator]	2%	COc1ccc(-n2nc3c(N4CCC(C(=O)N5CCC(C)CC5)CC4)nnc(C)c3c2C)cc1
-15%	-5%	-12%	-3.8	-4%	8	-20%	-5%	COc1ccc(-c2coc3cc(O)cc(O)c3c2=O)cc1
4%	-1%	-2%	-0.3	9%	nt	-2%	7%	CCCCn1c(SCC(=O)NC(C)(C)C)nnc1-c1ccco1
-12%	1%	-15%	3.1	0%	8	-5%	3%	CC(CCc1ccccc1)NC(=O)COC(=O)C(CCC(N)=O)NC(=O)c1ccc(F)cc1 (centres undefined)
14%	-1%	-11%	1.5	-6%	9	-7%	-6%	O=C(NCc1cccnc1)C1c2ccccc2C(=O)N1C1CCCCCC1 (centres undefined)
15%	0%	20%	2.3	-10%	-8	0%	-20%	Cc1oc(-c2ccccc2F)nc1CN1CCC(C(=O)NCc2cccs2)CC1
13%	-7%	11%	-3.8	-11%	nt	-3%	-8%	CSc1c(C#N)c(N)c(C#N)c2c1COC(C)(C)C2
-1%	1%	11%	-0.6	-10%	-6	-8%	9%	OCCNCCO
14%	-2%	1%	0.3	4%	0	-3%	-7%	O=C1/C(=C/c2ccccn2)SC(=S)N1c1cccc(O)c1
0%	3%	-7%	-0.7	7%	-4	2%	-11%	COc1ccc(CCNC(=O)COC(=O)Cc2c[nH]c3ccccc23)cc1OC
2%	3%	-3%	0.2	4%	0	-2%	-3%	Cc1nc(NC(=O)c2cnccn2)ccc1Br
3%	0%	9%	-1.0	3%	-10	-19%	-4%	CCCCNC(=O)/C(C#N)=C/c1ccc2c(c1)OCCO2
-1%	-3%	4%	-0.2	14%	nt	2%	-2%	O=S(=O)(Cc1ccccc1)N1CCC(c2nc(-c3cccs3)no2)CC1

In another format: two of the compounds above.
> CSc1c(C#N)c(N)c(C#N)c2c1COC(C)(C)C2
- EPAC2 antag: 13%
- MmCpn inh: -7%
- EPAC1 antagonist: 11%
- CCT chaperon mod: -3.8
- EPAC1 agonist: -11%
- PI5P4Ka inh: nt
- PLK1 PBD inh: -3%
- WRN helicase inh: -8%
> OCCNCCO
- EPAC2 antag: -1%
- MmCpn inh: 1%
- EPAC1 antagonist: 11%
- CCT chaperon mod: -0.6
- EPAC1 agonist: -10%
- PI5P4Ka inh: -6
- PLK1 PBD inh: -8%
- WRN helicase inh: 9%

Additional results follow.
EPAC2 antag	MmCpn inh	EPAC1 antagonist	CCT chaperon mod	EPAC1 agonist	PI5P4Ka inh	PLK1 PBD inh	WRN helicase inh	SMILES
11%	-1%	11%	1.4	4%	1	-8%	4%	COc1ccc(CNC(=O)CCNS(=O)(=O)c2cccc3nsnc23)cc1
2%	1%	-30%	-0.4	1%	-1	-6%	5%	CCN1CCN(CCCNC(=O)Cn2cc3c(n2)CCCC3)CC1
-4%	0%	11%	-5.4	13%	1	-7%	-2%	CS(=O)(=O)NCCSCc1ccccc1
-8%	3%	7%	-0.6	-1%	2	-11%	-17%	CCc1nnc(NC(=O)CSc2nnc(Cc3cccn3C)n2C)s1
-3%	0%	-18%	-1.2	5%	-14	-13%	-5%	Cc1ccccc1C(=O)Oc1cc(N)n(S(=O)(=O)c2ccccc2)n1
2%	-3%	9%	-1.3	8%	9	-1%	2%	CCCC(=O)Nc1c(-c2cccc(OC)c2)c(=O)c2ccccc2n1C
?	1%	?	-0.8	-2%	-28	0%	28µM*	Cc1c(Cc2ccccc2)c(=O)oc2c(O)c(O)ccc12
-1%	-1%	-13%	-1.5	-10%	-3	-12%	3%	CCOC(=O)C1=C(C)N(C2CCCCC2)C(=O)C1
-4%	2%	-8%	1.8	-3%	nt	-4%	-14%	O=C(C1CC(=O)N(C2CCCC2)C1)N1CCC(Cc2ccccc2)CC1 (centres undefined)
2%	2%	4%	0.5	5%	6	4%	0%	Cc1cc(C)cc(NC(=O)CN2CCN(C(=O)C3CCCO3)CC2)c1 (centres undefined)

Entries of single compounds as entered above.
`O=C(C1CC(=O)N(C2CCCC2)C1)N1CCC(Cc2ccccc2)CC1` (centres undefined) in the list: EPAC2 antag: -4%; MmCpn inh: 2%; EPAC1 antagonist: -8%; CCT chaperon mod: 1.8; EPAC1 agonist: -3%; PI5P4Ka inh: nt; PLK1 PBD inh: -4%; WRN helicase inh: -14%
`CCN1CCN(CCCNC(=O)Cn2cc3c(n2)CCCC3)CC1` in the list: EPAC2 antag: 2%; MmCpn inh: 1%; EPAC1 antagonist: -30%; CCT chaperon mod: -0.4; EPAC1 agonist: 1%; PI5P4Ka inh: -1; PLK1 PBD inh: -6%; WRN helicase inh: 5%
`CCc1nnc(NC(=O)CSc2nnc(Cc3cccn3C)n2C)s1` in the list: EPAC2 antag: -8%; MmCpn inh: 3%; EPAC1 antagonist: 7%; CCT chaperon mod: -0.6; EPAC1 agonist: -1%; PI5P4Ka inh: 2; PLK1 PBD inh: -11%; WRN helicase inh: -17%

Following part
EPAC2 antag	MmCpn inh	EPAC1 antagonist	CCT chaperon mod	EPAC1 agonist	PI5P4Ka inh	PLK1 PBD inh	WRN helicase inh	SMILES
4%	-1%	26%	2.2	2%	7	4%	5%	CC1CCC(NC(=O)COC(=O)C2=NN(c3ccccc3)C(=O)CC2)CC1 (centres undefined)
-10%	nt	-6%	-1.3	10%	?	-18%	-35%	O=C(c1ccco1)N1CCN(C(=O)c2ccc(COc3ccc(Cl)cc3Cl)o2)CC1
-5%	0%	4%	-2.5	0%	-4	2%	-14%	CC(=O)c1cccc(-n2c(CCC(=O)O)ccc2-c2ccc(C)cc2)c1
-8%	-5%	?	1.0	4%	4	?	-7%	Cc1sc(NC(=O)c2ccccc2)c(C#N)c1-c1ccccc1
15%	-8%	-2%	-1.8	12%	1	-1%	4%	Cc1cc(C)n2nc(SCC(=O)Nc3ccc(F)cc3[N+](=O)[O-])nc2n1
